# Assay outcomes deposited in PubChem BioAssay by Broad Institute.
# SIRT5 inh: blocks human SIRT5 desuccinylation of peptide; Purified SirT5, succinyl-peptide AMC, trypsin-coupled fluorescence; AID 652115; Q9NXA8; 330,000 tested, 1.1% active; inhibition, % at 15 µM; in the data active means inhibition above about 15%
# Target sequence (Q9NXA8 whole entry, looked up): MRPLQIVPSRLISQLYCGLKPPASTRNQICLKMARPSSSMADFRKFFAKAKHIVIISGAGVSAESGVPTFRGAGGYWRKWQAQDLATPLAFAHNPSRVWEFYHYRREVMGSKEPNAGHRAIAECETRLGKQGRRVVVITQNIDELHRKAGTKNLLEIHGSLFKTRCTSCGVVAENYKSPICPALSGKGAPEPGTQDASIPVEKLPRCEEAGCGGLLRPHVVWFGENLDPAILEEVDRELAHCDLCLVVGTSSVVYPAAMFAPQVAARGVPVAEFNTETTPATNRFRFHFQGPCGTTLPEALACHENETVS
# C2C12 statin: suppressors of simvastatin-induced myotoxicity in C2C12 myotubes; ATP luminescence, 48 h; scaled: DMSO 0, geranylgeraniol control 100; rescue of ATP level, % at 7.49 µM; 330,000 tested, 0.78% active; AID 602340;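 active means mean ATP rescue above about 67%, or every replicate alone reaching that limit, limit read from the data, passing the limit was not always enough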;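 further: myotubes were challenged with 10 µM simvastatin during compound exposure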
# LGR2 antag: blocks bursicon-induced cAMP signaling via Drosophila LGR2; HEK293 LGR2, CRE-luciferase, bursicon-stimulated, 4 h; inhibition, % at 9.99 µM; 380,000 tested, 0.35% active; AID 720647;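 active means drop in luminescence signal, shown as inhibition above about 50% in the replicate tests, limit read from the data, passing the limit was not always enough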;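 further: agonist challenge used bursicon conditioned medium at about half maximal strength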
# Casp6 inh: blocks human caspase-6 cleavage activity | inhibition, % at 12.5 µM | P55212 | purified caspase-6, Z-VEID-R110 cleavage fluorescence | AID 686996 | 350,000 tested, 0.53% active;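 active means mean inhibition across replicates at least about 35%, with every replicate also reaching that limit, limit read from the data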;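 further: 0% = median of neutral control wells and 100% = no fluorescence left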
# Target sequence (P55212 24-179 limits assumed): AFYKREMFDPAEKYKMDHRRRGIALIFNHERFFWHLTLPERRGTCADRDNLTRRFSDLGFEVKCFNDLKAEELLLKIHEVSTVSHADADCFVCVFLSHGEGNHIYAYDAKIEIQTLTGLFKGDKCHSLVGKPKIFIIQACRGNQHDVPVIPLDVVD
# Target sequence (P55212 194-293 limits assumed): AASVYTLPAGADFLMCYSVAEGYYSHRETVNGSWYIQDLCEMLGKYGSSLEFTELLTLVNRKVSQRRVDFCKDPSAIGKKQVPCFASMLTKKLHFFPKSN
# esBAF inh: inhibitors of esBAF chromatin remodeling in mouse ES cells; Bmi1-luciferase knock-in reporter, 24 h; 100% = twice the neutral-well signal; reporter increase, % at 12.5 µM; 350,000 tested, 2% active; in the data active means activation above about 40%;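 further: 0% = median of the plate's neutral control wells and 100% = double that signal; a rise in the Bmi1 reporter signal indicates esBAF inhibition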
# FN deposit inh: fibronectin deposition inhibition | AH1F fibroblasts, Alexa488-fibronectin deposition fluorescence, overnight | inhibition, % at 12.6 µM | 350,000 tested, 0.086% active;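 active means mean inhibition across replicates of 30% or more, regardless of how many single replicates reach that level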;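 further: positive control wells lacked labelled fibronectin entirely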
#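 test system = AH1F fibroblasts assembling fluorescent fibronectin matrix | quantity = 10000 AH1F cells per well | buffer or medium = DMEM plus 2% serum, read in PBS | doses = single dose, pinned | incubation = 1 h cell attachment, overnight exposure to compound and label | detection = fluorescence at 485 nm excitation, 525 nm emission | read-out basis = inhibition from reduced deposited-fibronectin fluorescence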
# S100A4 inh HTS: inhibitors of human S100A4 binding to myosin IIA peptide. P26447. S100A4/TAMRA-MyoIIA peptide fluorescence polarization. inhibition, % at 10.7 µM. 360,000 tested, 0.14% active. AID 652163;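 active means mean inhibition of at least 70% across replicates, with every replicate also reaching that level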
# Target sequence (P26447 whole entry, looked up): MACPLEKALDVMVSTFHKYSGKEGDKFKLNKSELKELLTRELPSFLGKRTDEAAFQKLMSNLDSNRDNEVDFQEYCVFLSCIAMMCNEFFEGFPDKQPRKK
#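 Assay system: human S100A4 monomer with TAMRA-labelled myosin IIA peptide / Buffer or medium: Calcium-containing HEPES buffer, pH 7.2 / Reagent: TAMRA-labelled myosin IIA heavy-chain peptide probe, 5 nM / Compound: one dose per compound / Timing: polarization read 5 min after assay mix addition, stable 5–60 min / Benchmarks: neutral control DMSO, positive control TFP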
# Active calls of the source: *; / = not tested or not shown; & = joins results of further samples.
# Preview (three entries):
# Values in the order – S100A4 inh HTS	C2C12 statin	LGR2 antag	Casp6 inh	SIRT5 inh	FN deposit inh	esBAF inh
NC(=O)C1CCN(C(=O)c2cccc(CN3C(=O)c4ccccc4C3=O)c2)CC1
 : -3	36	-10	2	-1	3	1
COc1ccc(-c2ccc(-c3noc(-c4ccccc4)n3)c(OC)n2)cc1
 : 2	-45	-14	3	-1	/	-5
Cc1ccccc1S(=O)(=O)N1[C@@H](C#N)[C@H](c2ccc(-c3ccccc3)cc2)[C@@H]1CO
 : 2	-82	-21	1	1	4	2

# The whole of this part, from the first entry:
# Values in the order – S100A4 inh HTS	C2C12 statin	LGR2 antag	Casp6 inh	SIRT5 inh	FN deposit inh	esBAF inh
NC(=O)C1CCN(C(=O)c2cccc(CN3C(=O)c4ccccc4C3=O)c2)CC1
 : -3	36	-10	2	-1	3	1
COc1ccc(-c2ccc(-c3noc(-c4ccccc4)n3)c(OC)n2)cc1
 : 2	-45	-14	3	-1	/	-5
Cc1ccccc1S(=O)(=O)N1[C@@H](C#N)[C@H](c2ccc(-c3ccccc3)cc2)[C@@H]1CO
 : 2	-82	-21	1	1	4	2
CCN1C(C)=C(C)S/C1=C1\SC(=S)N(N)C1=O
 : -10	/	-3	2	-2	-6	/
CCOC(=O)CSc1nncc2ccc(OC)c(OC)c12
 : /	7	5	/	/	/	-2
COc1ccc(/C=C/C(=O)NC2=NCCS2)cc1OC
 : 41	/	-30	-2	-1	8	/
C[C@@H]1CCCCO[C@H](CN(C)Cc2ccc(C(F)(F)F)cc2)[C@H](C)CN([C@@H](C)CO)C(=O)c2cc(NS(=O)(=O)c3ccc(Cl)cc3)ccc2O1
 : -3	/	11	-1	15	-10	-4
CCOC(=O)c1oc2ccccc2c1CN1CCOCC1
 : /	-10	/	/	/	0	4
COc1ccc(-c2cc3c(=O)n(CC(=O)Nc4ccc(Cl)cc4)nc(C)n3n2)cc1
 : -4	-4	-3	1	-4	19	-2
C[C@H]1CN([C@@H](C)CO)C(=O)c2cc(NC(=O)Nc3ccc(C(F)(F)F)cc3)ccc2O[C@@H]1CN(C)Cc1ccc(C(=O)O)cc1
 : -2	7	5	2	3	-6	0

# (continued)
# Values in the order – S100A4 inh HTS	C2C12 statin	LGR2 antag	Casp6 inh	SIRT5 inh	FN deposit inh	esBAF inh
CCCC(=O)Nc1ccc2c(c1)C(=O)N(C)[C@@H]1CC[C@@H](CC(=O)NCc3ccccc3Cl)O[C@@H]1CO2
 : -1	11	-1	1	0	3	1
OCCN(Cc1cccnc1)Cc1ccccn1
 : 2	0	-3	-7	-1	-26	3
CCCCN(CCCNC(=O)c1ccc2c(c1)NC(=O)CN2C)c1ccccc1
 : -10	51	91*	9	-2	2	-2
O=C(c1cccc(S(=O)(=O)N2CCCC2)c1)N1CCN(c2ccccc2)CC1
 : /	27	-2	/	/	-4	5
Cc1ccc([C@@H]2CC(=O)[C@@H]3CN(S(=O)(=O)c4ccc(C)cc4)[C@H](c4cccc(Cl)c4)C[C@@H]3N2S(=O)(=O)c2ccc(Cl)cc2)cc1
 : -6	-6	11	-2	-3	-7	-3
O=C(Cn1cnc2ccccc2c1=O)Nc1nnc(C2CC2)s1
 : /	9	-4	/	/	3	17
COc1ccc(S(=O)(=O)N2CCC(C(=O)N3CCN(c4ccccc4OC)CC3)CC2)cc1
 : /	-8	2	/	/	/	2
O=C(c1cc(COc2ccc(F)cc2Cl)on1)N1CCC(OCc2cccnc2)CC1
 : 1	/	13	-2	-6	5	/
Nc1nc2c(ncn2[C@@H]2O[C@H](CNCc3cnc(N4CCOCC4)s3)[C@@H](O)[C@H]2O)c(=O)[nH]1
 : -3	4	-2	2	-4	10	-5
COc1ccc(CNC(=O)C2CCC(CNS(=O)(=O)c3cccc4cccnc34)CC2)cc1 (stereo not given)
 : 0	5	8	-2	-6	4	-13

# A run of entries taken from the entries so far, for reference:
# Values in the order – S100A4 inh HTS	C2C12 statin	LGR2 antag	Casp6 inh	SIRT5 inh	FN deposit inh	esBAF inh
O=C(Cn1cnc2ccccc2c1=O)Nc1nnc(C2CC2)s1
 : /	9	-4	/	/	3	17
COc1ccc(S(=O)(=O)N2CCC(C(=O)N3CCN(c4ccccc4OC)CC3)CC2)cc1
 : /	-8	2	/	/	/	2

# Following part
# Values in the order – S100A4 inh HTS	C2C12 statin	LGR2 antag	Casp6 inh	SIRT5 inh	FN deposit inh	esBAF inh
COc1ccc(/C=C2/SC(=O)N(CCNC(=O)C3CCCN3C(=O)c3cccs3)C2=O)cc1 (stereo not given)
 : 7	/	-1	0	4	1	/
Cc1[nH]c2ccccc2c1C(c1ccncc1)N1CCN(c2ccccn2)CC1 (stereo not given)
 : 7	/	-6	/	1	/	/
COc1ccc(-c2ccc(C3[C@H]4CNC[C@@H]3N4C(=O)Nc3ccccc3F)cc2)cc1 (stereo not given in full)
 : -4&-4	/	18&-29	0&-2	0&8	-4&-1	/
COc1ccccc1NC(=O)N[C@H]1CC[C@@H](CCNS(=O)(=O)c2ccccc2)O[C@@H]1CO
 : /	6	-14	/	-6	/	8
C[C@H]1CN([C@@H](C)CO)C(=O)CCCn2cc(nn2)CO[C@H]1CN(C)C(=O)c1ccc2ccn(C)c2c1
 : /	-1	0	/	/	-7	3
C[C@@H]1CN([C@@H](C)CO)C(=O)c2cc(C#CC(C)(C)O)cnc2O[C@@H]1CN(C)C(=O)CC1CC1
 : -6	1	-11	-4	5	-7	1
CN(C)C1=NC[C@H](Cc2ccccc2)N1CCCC1CCCC1
 : 0	-32	-7	2	/	7	-5
CCn1c2ccccc2c2nnc(SCCN3CCCCC3)nc21
 : -2	-8	-5	-2	1	2	1
O=C(OCc1ccccc1)N1CCc2ccccc21
 : -1	5	-51	-3	-4	-1	28
Cc1cc(Br)cn2c(Cc3ccsc3)c(C(C)(C)C)nc12
 : 13	-6	1	6	-3	-11	-1

# (more compounds)
# Values in the order – S100A4 inh HTS	C2C12 statin	LGR2 antag	Casp6 inh	SIRT5 inh	FN deposit inh	esBAF inh
Cc1ccc(C(=O)Nc2nc(-c3ccccn3)cs2)o1
 : -3	/	-13	6	-5	4	/
Cc1ccc(OC/C(O)=C(\C#N)c2nc3ccccc3s2)cc1
 : 0	/	3	/	-4	-2	/
COc1ccc(C(=O)Oc2ccc(/C=N/NC(=O)c3cccnc3)cc2OC)cc1
 : 6	-4	-1	-1	1	-4	6
O=C1SCCC1NS(=O)(=O)c1ccc([N+](=O)[O-])cc1 (stereo not given)
 : -3	/	15	1	-2	16	/
COCCNC(=O)C[C@@H]1C=C[C@@H](NC(=O)NC2CCCCC2)[C@H](CO)O1
 : -4	2	-21	0	3	/	-9
Cc1ccc2[nH]c3c(=O)n(N)c(C)nc3c2c1
 : -1	/	-30	/	-6	/	/
Cc1ccc(CNC(=O)COC(=O)c2cc(C)oc2C)cc1
 : 1	1	15	0	-2	-2	-12
CCc1cc(C(=O)NCC(c2cccs2)N2CCOCC2)sc1C (stereo not given)
 : 0	3	-11	3	-2	2	-2
COc1cc(OC)c(NC(=O)c2sc3ncn(CC(=O)N4CCN(c5ccccn5)CC4)c(=O)c3c2C)cc1Cl
 : 3	-10	18	-2	2	2	-10
COc1cc(NC(=S)NC2CC(C)(C)NC(C)(C)C2)cc(OC)c1
 : -1	-3	-5	1	1	6	-5

# Quoted from the listing:
# O=C1SCCC1NS(=O)(=O)c1ccc([N+](=O)[O-])cc1 (stereo not given) | SIRT5 inh: -2
# COc1ccc(C(=O)Oc2ccc(/C=N/NC(=O)c3cccnc3)cc2OC)cc1 | S100A4 inh HTS: 6

# Next section
# Values in the order – S100A4 inh HTS	C2C12 statin	LGR2 antag	Casp6 inh	SIRT5 inh	FN deposit inh	esBAF inh
CCCc1ccc(-c2ccc(C(=O)O)cc2)nc1
 : /	-25	27	/	/	/	12
COc1ccccc1CNCc1cccc(Oc2ccccc2)c1
 : -3	11	6	1	-3	-9	5
C[C@H]1CN([C@@H](C)CO)C(=O)CCCn2cc(nn2)CO[C@@H]1CN(C)C(=O)Cc1ccccc1
 : 0&0	4&-1&-14	0&-8	3&2	-3&0	-2&-6	2&-2&2
COCCN(C(=O)Nc1ccc(OC)cc1OC)C1CCN(C(C)C)CC1
 : -13	-4	-11	1	-2	/	-1
CCOc1ccc(C2/C(=C(/O)c3ccc(S(=O)(=O)N4CCCCC4)cc3)C(=O)C(=O)N2CCCOC)cc1OC (stereo not given)
 : -5	/	-11	1	9	-14	/
CCOC(=O)/C(C#N)=N/Nc1ccccc1OC
 : -6	/	-5	0	2	0	/
CC1(C)C2CCC(C2)C1(C)NC(=O)C[N+](C)(C)C (stereo not given)
 : -6	/	-1	6	-4	-6	/
CN1c2ccc(-c3ccccc3F)cc2[C@H]2[C@H](CCN2C(=O)CN2CCOCC2)[C@@H]1CO
 : 2	-8	-29	0	0	3	18
CSC1=NC(C(Cl)(Cl)Cl)N=C(c2ccc(C)cc2)N1 (stereo not given)
 : -4	/	16	4	1	-5	/
CCN1[C@H](C(=O)N(C)C)[C@@H](CO)[C@@H]2Cn3c(ccc(-c4cccc(OC)c4)c3=O)[C@@H]21
 : 4	4	14	-5	-2	/	1

# Next part.
# Values in the order – S100A4 inh HTS	C2C12 statin	LGR2 antag	Casp6 inh	SIRT5 inh	FN deposit inh	esBAF inh
Cc1cc(NC(=O)CSc2nnc(C3CC3)n2N)no1
 : -2	-10	-4	-6	0	/	3
Cc1ccc(C(c2nnnn2C2CCCCC2)N(C)C2CCCCC2)cc1 (stereo not given)
 : /	-23	/	/	/	-6	12
COc1ccc(NC(=O)CCCCCN2C(=O)c3ccccc3C2=O)c(OC)c1
 : -4	-1	1	1	-3	-4	1
O=c1oc2ccccc2c(Nc2cc3ccccc3cc2O)c1[N+](=O)[O-]
 : 1	-12	/	18	6	7	6
O=C(Nc1cccc2ccccc12)c1csc([C@@H]2O[C@H](CO)[C@H](O)[C@H](O)[C@H]2O)n1
 : -1	6	13	-1	/	1	-2
CCC(OC(=O)CC1Sc2ccccc2NC1=O)C(=O)NCC1CCCO1 (stereo not given)
 : 0	2	4	6	0	/	7
C[C@H](CO)N1C[C@H](C)[C@H](CN(C)CC2CCOCC2)Oc2ncc(-c3cccc(F)c3)cc2C1=O
 : 32	-8	-7	/	-1	/	1
Cc1ccc(C(=O)N(CC(=O)NC2CCCC2)Cc2cccs2)s1
 : /	11	/	/	/	6	-7
O=C(C[C@H]1CC[C@H](NC(=O)c2ccccn2)[C@H](CO)O1)NCc1cc(F)cc(F)c1
 : -1	-4	-3	2	2	2	-7
C[C@H]1CCCCO[C@H](CN(C)C(=O)c2ccccc2)[C@@H](C)CN([C@@H](C)CO)C(=O)c2cc(NC(=O)Nc3ccc(F)cc3)ccc2O1
 : 1	/	-9	0	3	/	-5

# Next section
# Values in the order – S100A4 inh HTS	C2C12 statin	LGR2 antag	Casp6 inh	SIRT5 inh	FN deposit inh	esBAF inh
Cc1ccc(OCc2nnc(SC3CCc4ccccc4C3=O)n2C)cc1 (stereo not given)
 : -8	/	8	-2	-3	7	/
CCOc1cc(C(=O)Nc2ccc3c(c2)OCO3)ccc1OCCOc1ccccc1Cl
 : /	22	12	/	/	/	-1
Cc1cc(C(=O)CSc2nc(N)cc(N)n2)c(C)n1CC1CCCO1 (stereo not given)
 : -4	-11	12	2	1	/	20
Cc1nn(-c2ccccc2)c(Cl)c1/C=N/NC(=O)c1cccnc1
 : -3	/	-33	4	-2	7	/
C[C@@H]1CN([C@H](C)CO)C(=O)Cc2cc(NC(=O)Nc3ccc(C(F)(F)F)cc3)ccc2O[C@H]1CN(C)S(=O)(=O)c1ccc(F)cc1
 : /	7	11	/	/	/	-3

# With a hit mark in LGR2 antag, among the entries above:
molecule,S100A4 inh HTS,LGR2 antag,Casp6 inh,SIRT5 inh,esBAF inh
CCCCN(CCCNC(=O)c1ccc2c(c1)NC(=O)CN2C)c1ccccc1,-10,91*,9,-2,-2

# These rows are one share of the data; rates above refer to the full screens.
